ARNT TACC3 PPI: disruptors of ARNT/TACC3 protein interaction, primary screen, biochemical, AlphaScreen, single concentration | Transforming acidic coiled-coil-containing protein 3 (Homo sapiens), Q9Y6A5 | AlphaScreen His-ARNT PAS-B/GST-TACC3 binding, luminescence; TACC3 fragment carries E629A point mutation | inhibition, % at 9.99 µM | 390,000 compounds, 0.66% hits;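 active = mean inhibition of replicates at least 50% and at least half of replicates each reaching 50%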;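 also: 0% = complete ARNT plus TACC3 wells and 100% = ARNT alone without TACC3; many hits fall short of the cut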
LGR2 inh: inhibitors of bursicon-induced LGR2 CRE-luciferase signal, primary screen, cell-based, HEK293, CRE-luciferase reporter, bursicon stimulation; Drosophila bursicon receptor LGR2 (rickets); bursicon-stimulated, 4 h; inhibition, % at 9.99 µM; 380,000 compounds, 0.35% hits; AID 720647, 2013;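 active = drop in luminescence signal, shown as inhibition above about 50% in the replicate tests, limit read from the data, passing the limit was not always enough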;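 also: agonist challenge used bursicon conditioned medium at about half maximal strength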
GSIS activator: GLuc luminescence reporter in INS-1E cells, primary screen for activators of glucose-dependent secretion of insulin; INS-1E GLuc reporter insulin secretion, 2-3 h; activation, % at 16.6 µM; 370,000 compounds, 0.61% hits; AID 743287, 2014;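 active = lowest replicate activation of at least 40%, so every replicate reaches that level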;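 also: 0% = median of neutral control wells and 100% = median of IBMX positive control wells; some compounds called inactive have numbers as strong as hits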
PAX8 reporter: inhibitors of PAX8-driven TPO luciferase reporter, primary screen, RMG-I cells, single concentration; inhibition, % at 12.6 µM; SteadyGlo, 24 h; 360,000 compounds, 1.2% hits;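 active = mean replicate inhibition at least 60% with every replicate also reaching 60%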;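 also: luciferase light reporting Pax8 driven TPO promoter activity; plate controls were median of neutral control wells for no effect and mitoxantrone controls for full effect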
Cneo AK release: Cryptococcus neoformans cell lysis inducers, primary screen, AK release luminescence, single concentration; lysis activity, % at 15 µM; C. neoformans lysis, adenylate kinase release luminescence, 4 h; normalised: neutral wells 0, clomiphene wells 100; 360,000 compounds, 0.2% hits;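 active = mean lysis activity across replicates of at least 80%, whatever share of replicates individually reach that level; inactive = mean lysis activity below 80%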
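Test system: log-phase Cryptococcus neoformans yeast cells. Input: 5 × 10^6 yeast cells/mL. Medium: fresh YPD growth medium. Doses: single dose. Incubation: static 4 h at 37 °C with compound, 1 h detection. Measured by: luminescent adenylate kinase detection reagent. Read-out: signal increase indicating cell lysis. Benchmarks: Clomiphene.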
PGC1a acetyl inh: inhibitors of PGC1a acetylation signal, primary screen, cell-based, U2OS, AlphaScreen, inhibitor mode; AlphaScreen anti-acetyl-lysine; with virally co-expressed GCN5 acetyltransferase; inhibition, % at 15.6 µM; 350,000 compounds, 0.17% hits;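 active = every replicate shows inhibition of at least 40%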;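 also: 0% = neutral control wells and 100% = positive control wells; some results beyond the cut were filed as inactive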
PglD DTNB: C. jejuni PglD acetyltransferase inhibitors, primary screen, biochemical, DTNB colorimetric, single point | UDP-N-acetylbacillosamine N-acetyltransferase PglD (Campylobacter jejuni) | purified PglD enzyme, DTNB colorimetric CoA detection | inhibition, % at 12.5 µM | 360,000 compounds, 0.098% hits; in the data active = inhibition above about 16%, passing the limit was not always enough; also: strong numbers were not always called active
C2C12 statin: suppressors of statin myotoxicity in C2C12 myotubes, primary screen, cell-based, single point, plate reader. C2C12 myotubes + simvastatin, ATP luminescence, 48 h; scaled: DMSO 0, geranylgeraniol control 100. rescue of ATP level, % at 7.49 µM. 330,000 compounds, 0.78% hits. AID 602340, 2012;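 active = mean ATP rescue above about 67%, or every replicate alone reaching that limit, limit read from the data, passing the limit was not always enough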;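 also: myotubes were challenged with 10 µM simvastatin during compound exposure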
* marks the source's active call; other numbers are inactive results; nt = not tested or not shown; & = joins results of further samples.

The first 2 entries, ahead of the listing:
SMILES	ARNT TACC3 PPI	LGR2 inh	GSIS activator	PAX8 reporter	Cneo AK release	PGC1a acetyl inh	PglD DTNB	C2C12 statin
CCOC(=O)c1sc(=NC(=O)c2c(F)cccc2F)n(C)c1C	-4	-55	nt	-27	-2	-4	0	-7
CCS(=O)(=O)c1ccc(C(=O)NC)c(Cl)c1Cl	-3	-2	0	8	nt	-2	nt	nt

All compounds of this part, from the first entry:
SMILES	ARNT TACC3 PPI	LGR2 inh	GSIS activator	PAX8 reporter	Cneo AK release	PGC1a acetyl inh	PglD DTNB	C2C12 statin
CCOC(=O)c1sc(=NC(=O)c2c(F)cccc2F)n(C)c1C	-4	-55	nt	-27	-2	-4	0	-7
CCS(=O)(=O)c1ccc(C(=O)NC)c(Cl)c1Cl	-3	-2	0	8	nt	-2	nt	nt
N#Cc1cc2ccccc2nc1SCC(=O)Nc1ccccc1N1CCOCC1	-4	nt	-8	nt	2	-4	6	nt
CCCc1[nH]c2ccc(C(=O)OC)cc2c1CCC	-2	-4	-27	12	0	-27	0	-9
O=C(c1ccccc1F)N1C(=O)c2cccc3cccc1c23	-8	0	8	-6	nt	nt	nt	nt
COC1=C(OC)C(=O)C(CCCCCCCCCCO)=C(C)C1=O	nt	nt	nt	-2	-2	-4	-1	-3
O=C(COc1ccccc1)NCC(=O)N1CCCC(C(F)(F)F)C1 (stereo not drawn)	-2	21	-5	-13	1	0	1	-7
C[C@@H]1CCCCO[C@@H](CN(C)Cc2ccncc2)[C@H](C)CN([C@@H](C)CO)C(=O)c2cc(NS(=O)(=O)c3cccs3)ccc2O1	-3	5	-5	nt	-1	8	1	nt
Cc1ccccc1SCC(=O)NCC1(N2CCCCC2)CCCCC1	nt	12	0	-5	2	-5	3	-5
COc1ccc(N2C(=O)C(CC(=O)Nc3ccccc3)N(Cc3ccc(OC)c(OC)c3)C2=O)cc1 (stereo not drawn)	nt	-11	-14	15	4	5	-4	-6
Cc1ccc(CN(C(=O)c2cc(=O)c3cc(C)cc(C)c3o2)C2CCS(=O)(=O)C2)cc1 (stereo not drawn)	nt	3	29	11	-1	5	-6	nt
Cc1ccc(Cn2c(C(C)Nc3nc(-c4ccc(F)cc4)cs3)nc3cc(Cl)c(Cl)cc32)cc1 (stereo not drawn)	23	-27	-1	8	-1	-3	3	-4
O=C(Nc1ccccc1F)c1ccncc1	2	nt	nt	-3	2	1	-2	1
COc1cc(OC)cc(C(=O)NC(C(=O)NNC(=O)c2cc(Cl)ccc2OC)C(C)C)c1 (stereo not drawn)	-4	-22	-9	37	1	5	4	12
COc1cccc(-c2ccc3c(c2)O[C@@H](CN(C)Cc2cccnc2)[C@@H](C)CN([C@H](C)CO)S3(=O)=O)c1	-2	11	-3	-12	-4	9	-8	-12
CCCS(=O)(=O)N1CCN(S(=O)(=O)c2ccccc2)CC1	30	nt	nt	4	1	-36	1	9
C[C@H](CO)N1C[C@H](C)[C@H](CN(C)S(=O)(=O)c2cccs2)Oc2ccc(NC(=O)Nc3ccc(F)cc3)cc2CC1=O	6	0	-17	-27	4	-9	-1	16
CCOc1cc(/C=C2/C(=O)ON=C2C)ccc1O	1	-1	3	-14	0	7	-1	11
Cn1c(=O)c2c(ncn2CC(=O)Nc2cc(S(=O)(=O)N3CCCCC3)ccc2O)n(C)c1=O	-6	12	1	6	-5	-2	-5	-1
C[C@@]12C(=O)Nc3ccc(Br)cc3C(=O)N1[C@H]1c3cc(Cl)ccc3OC[C@@H]1[C@@H]2c1ccccc1	-2	nt	nt	nt	7	-1	1	4

One compound at a time (already shown):
Cc1ccccc1SCC(=O)NCC1(N2CCCCC2)CCCCC1 as listed: ARNT TACC3 PPI = nt; LGR2 inh = 12; GSIS activator = 0; PAX8 reporter = -5; Cneo AK release = 2; PGC1a acetyl inh = -5; PglD DTNB = 3; C2C12 statin = -5
C[C@@H]1CCCCO[C@@H](CN(C)Cc2ccncc2)[C@H](C)CN([C@@H](C)CO)C(=O)c2cc(NS(=O)(=O)c3cccs3)ccc2O1 as listed: ARNT TACC3 PPI = -3; LGR2 inh = 5; GSIS activator = -5; PAX8 reporter = nt; Cneo AK release = -1; PGC1a acetyl inh = 8; PglD DTNB = 1; C2C12 statin = nt

Another view of some results above:
Values run as follows: ARNT TACC3 PPI | LGR2 inh | GSIS activator | PAX8 reporter | Cneo AK release | PGC1a acetyl inh | PglD DTNB | C2C12 statin
- O=C(COc1ccccc1)NCC(=O)N1CCCC(C(F)(F)F)C1 (stereo not drawn)
  -2 | 21 | -5 | -13 | 1 | 0 | 1 | -7
- C[C@@H]1CCCCO[C@@H](CN(C)Cc2ccncc2)[C@H](C)CN([C@@H](C)CO)C(=O)c2cc(NS(=O)(=O)c3cccs3)ccc2O1
  -3 | 5 | -5 | nt | -1 | 8 | 1 | nt
- Cc1ccccc1SCC(=O)NCC1(N2CCCCC2)CCCCC1
  nt | 12 | 0 | -5 | 2 | -5 | 3 | -5
- COc1ccc(N2C(=O)C(CC(=O)Nc3ccccc3)N(Cc3ccc(OC)c(OC)c3)C2=O)cc1 (stereo not drawn)
  nt | -11 | -14 | 15 | 4 | 5 | -4 | -6

Going on with the list:
SMILES	ARNT TACC3 PPI	LGR2 inh	GSIS activator	PAX8 reporter	Cneo AK release	PGC1a acetyl inh	PglD DTNB	C2C12 statin
O=C(c1cccc(Cl)c1)N1CCC(c2nc3ccccc3[nH]2)CC1	-2	0	3	21	nt	8	nt	-3
CO[C@@H](CN(C)S(=O)(=O)c1ccccc1)[C@H](C)CN(C(=O)Nc1ccccc1F)[C@@H](C)CO	-4	-26	-9	nt	-4	1	-1	-1
Cc1ccc2nc(NC(=O)CSc3nnc(C)c(=O)n3N)sc2c1	-6	-30	15	nt	0	-7	2	nt
CCCC(=O)N1CCN(c2ccc(NC(=S)NC(=O)c3cccc(C)c3)cc2)CC1	6	16	-17	4	3	-17	-4	nt
CC(=O)Nc1c2c(nn1-c1ccc(C)cc1C)CS(=O)C2 (stereo not drawn)	-3	-13	19	-2	0	-2	-2	-2
CC(OC(=O)c1cc[n+]([O-])cc1)C(=O)NCc1ccccc1 (stereo not drawn)	-7	-16	15	-4	3	nt	5	1
CCOc1ccc(-c2noc(COC)n2)cc1OC	5	0	12	nt	1	-7	-7	-7
O=C(CNC(=O)c1cccs1)OCC(=O)c1cccs1	-25	nt	nt	-12	9	4	-2	3
Cc1cc(C)c2nc(SCC(=O)NCCC3=CCCCC3)cc(C)c2c1	nt	-10	10	6	-1	nt	-2	nt
O=C(C[C@@H]1C=C[C@@H](NC(=O)Nc2cccc(F)c2)[C@@H](CO)O1)NCC1CCCCC1	nt	2&-6	4&8	-5&-23	nt	2	nt	5
Cc1ccc(/C=N/NC(=O)c2nnn(-c3nonc3N)c2-c2ccc3c(c2)OCO3)s1	-5	2	-3	-14	1	nt	-4	8
N#C[C@@H]1[C@H](c2ccccc2)[C@H](CO)N1C(=O)Nc1cccc(F)c1	7	-20	-23	-8	-6	-19	29	19
CCCCc1nc2cc(C(=O)N3CCCCC3CCNC(C)=O)ccc2o1 (stereo not drawn)	-13	10	2	-4	6	5	-2	1
CC=Cc1ccc2n(c1=O)C[C@H]1[C@H](CO)[C@@H](C(=O)NCCC)N(CCC(F)(F)F)[C@@H]21 (mixture of isomers)	5	-9	8	-2	-3	4	6	10
CCOc1ccc(S(=O)(=O)NCCC(=O)NCCOc2ccccc2)cc1	-2	8	-9	5	nt	nt	nt	nt
Cc1ccc(C(=O)NCC(=O)N/N=C/c2sccc2C)cc1[N+](=O)[O-]	10	-22	4	3	nt	nt	nt	nt
COc1cc(C2C(C(=O)c3ccco3)=C(O)C(=O)N2Cc2cccnc2)cc(OC)c1OC (stereo not drawn)	-8	-4	2	nt	7	nt	-6	-2
CNC(=O)CC(C(=O)O)c1ccc(OC(C)C)cc1 (stereo not drawn)	-7	8	5	nt	-1	11	-2	5
O=C(CSc1nnc(CNC(=O)c2cccs2)o1)NC1CCCC1	23	nt	nt	8	-1	10	4	5
Cc1cc(C(=O)NCCN2CCOCC2)c2ccccc2n1	24	-2	nt	4	0	-10	-2	-2
C=CCn1c(=NC(=O)CC)n(C)c2ccccc21	-5	-9	31	-2	nt	nt	nt	nt
Cn1nc(C(=O)OCC(=O)N(Cc2ccccc2)C(C)(C)C)c2ccccc2c1=O	0	0	-22	-2	0	5	4	5
O=C(NC1CCCCCCC1)C1CCN(S(=O)(=O)N2CCCC2)CC1	1	nt	nt	nt	2	13	0	-7
COCCN(C(=O)COC(=O)C1CC(=O)N(c2ccc(C)cc2)C1)c1c(N)n(Cc2ccccc2)c(=O)[nH]c1=O (stereo not drawn)	nt	-3	-5	-14	15	0	-2	6
C[C@H](CO)N1C[C@H](C)[C@@H](CN(C)S(=O)(=O)c2cn(C)cn2)OCc2ccccc2-c2ccccc2C1=O	0	16	7	9	-2	4	0	14
COC(=O)c1sc2nc(C)c([N+](=O)[O-])c(C)c2c1N	nt	-13	5	-15	2	nt	-1	-6
O=C(Cc1ccc(-n2cccc2)cc1)NC1CCCCCC1	-10	4	-16	nt	2	4	-2	13
CCOC(=O)c1cnc2cc(Cl)c(OC)cc2c1NCC1CCCO1 (stereo not drawn)	2	13	23	nt	-1	-28	-5	-8
COc1cc(C(=O)Nc2nnc(-c3sccc3C)s2)cc(OC)c1OC	8	nt	nt	-11	-3	-13	-1	98*
CCN(CC)S(=O)(=O)c1ccc(O)c(NC(=O)CN2CCc3ccccc3C2)c1	-1	-9	10	-2	nt	-8	nt	nt
C[C@]12CCC(O)CC1=CCC1C2CC[C@]2(C)/C(=N\NC(N)=S)CCC12 (stereo partly drawn)	2	21	14	9	-2	8	1	-80
Cc1cc(-c2onc3ccc(Cl)cc23)ccc1O	8	4	-4	-136	-8	-11	1	11
CC1CCN(C(=O)CNC(=O)Cc2ccccc2)CC1	2	nt	nt	-10	0	11	3	-7
CCN(CC)C(=O)CSc1nnc(C2CCCCC2)o1	1	nt	nt	-14	-1	-7	-4	-7
COc1ccccc1NC(=O)N1C[C@@H]2[C@H](c3ccccc31)[C@@H](CO)N2CC1CCCC1	-5	-15	-4	6	-1	3	2	-11
COc1cccc(CNC(=O)CN2C(=O)NC(Cc3ccccc3)(c3ccccc3)C2=O)c1 (stereo not drawn)	-5	-2	-56	18	1	nt	-2	0
CC(C)Nc1nnc(SC(C)C(=O)Nc2ccc(Cl)cn2)s1 (stereo not drawn)	0	15	3	-17	nt	nt	nt	nt
CCCNC(=O)[C@H]1[C@H](CO)[C@H]2Cn3c(ccc(C4=CCCC4)c3=O)[C@@H]1N2C(C)=O	6	-19	4	7	1	nt	-2	6
CC1CCCC(NC(=O)CSC2=Nc3ccccc3C3CC=NN23)C1C (stereo not drawn)	0	-11	9	18	1	nt	3	-5
CCCOc1ccc(-c2nc(OC)c3ccccc3n2)cc1	0	nt	nt	nt	-5	7	-3	nt
Cc1ccc(-c2ccc3c(c2)O[C@H](CN(C)S(C)(=O)=O)[C@H](C)CN([C@H](C)CO)S3(=O)=O)cc1	-5	13	-18	nt	-5	-6	-1	-27

Screening data deposited in PubChem by Broad Institute.
